CSM14.1 death rescue: protection against thapsigargin-triggered cell killing – 384-well, CSM14.1, ATP luminescence, primary screen (AID 1222). CSM14.1 thapsigargin-induced death rescue, ATP luminescence; higher % means a stronger effect. cellular ATP content (survival), % at 20 µM; hits with a dose series show EC50 in µM. 190,000 tested, under 10 active;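 active = EC50 below 50 µM in the dose-response confirmation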;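 also: death triggered by thapsigargin at about 15 µM added after 2 h compound pretreatment; cell ATP read after overnight thapsigargin exposure of roughly 18 to 22 hours; normalized against plate controls of thapsigargin alone and 5% DMSO vehicle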
NTR1 agonist: agonists of NTR1, primary screen, imaging, U2OS cells, beta-arrestin-GFP, high content (AID 493036). P30989. NTR1-U2OS beta-arrestin-GFP spot imaging, agonist mode. activation, % at 20 µM. 330,000 compounds, 0.17% hits;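 active = activation at or above 40% of the spot to cytoplasm intensity ratio, with at least 20 cells analyzed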;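 also: 0% = DMSO without peptide and 100% = 100 nM NTR1 peptide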
Target sequence (P30989 whole entry, looked up): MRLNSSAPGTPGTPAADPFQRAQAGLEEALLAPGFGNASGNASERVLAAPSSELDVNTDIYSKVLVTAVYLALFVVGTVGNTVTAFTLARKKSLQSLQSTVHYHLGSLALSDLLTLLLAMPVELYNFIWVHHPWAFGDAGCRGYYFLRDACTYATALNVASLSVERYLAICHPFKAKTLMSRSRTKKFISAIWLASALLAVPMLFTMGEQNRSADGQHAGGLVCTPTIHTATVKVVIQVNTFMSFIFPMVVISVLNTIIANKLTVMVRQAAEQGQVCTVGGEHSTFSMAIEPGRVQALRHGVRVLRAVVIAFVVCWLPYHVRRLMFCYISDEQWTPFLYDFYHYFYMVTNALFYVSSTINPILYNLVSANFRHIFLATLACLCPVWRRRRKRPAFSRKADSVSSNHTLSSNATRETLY
GPR55 beta-arrestin: selective activators of receptor GPR55 – imaging, U2OS cells, beta-arrestin-GFP redistribution, primary screen (AID 1961). activation, % at 10 µM, or EC50 in µM where a hit was titrated. U2OS GPR55 beta-arrestin-GFP redistribution imaging; higher % means a stronger effect. 290,000 compounds, 0.048% hits;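 active = activation above 40% with more than 50 cells counted in the well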;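 also: U2OS osteosarcoma cells stably expressing GPR55 and beta-arrestin-GFP; plate controls were DMSO negative control for no effect and LPI positive control for full effect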
NOD1 NF-kB reporter: NOD1 signaling inhibitors, primary screen, cell-based, luminescence, uHTS (AID 1578). NOD1-driven NF-kB luciferase reporter cells, luminescence; higher % means a stronger effect. one-dose inhibition, % at 4 µM; EC50 in µM for titrated hits. 290,000 compounds, 1% hits; in the data active = inhibition mostly above about 36%, no sharp cut-off; inactive = mostly below about 34%;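 also: HEK-293T reporter cells stimulated with the NOD1 agonist gamma-tri-DAP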
NOD2 inhibition: NOD2 signaling inhibitors, cell-based, luminescence, uHTS, HEK293 (AID 1566) | HEK293 NOD2/NF-kB luciferase reporter, luminescence; higher % means a stronger effect | inhibition, % at 4 µM; hits with a dose series show EC50 in µM | 290,000 compounds, 0.63% hits; also: many of its hits are not listed in these tables
TNAP activators: human TNAP enzyme activators, primary screen, biochemical, luminescent, no phosphate acceptor, uHTS (AID 1001); purified TNAP, luminescent activation assay, no phosphate acceptor; higher activation fold means a stronger effect; 200,000 compounds, 0.03% hits; activation fold at 20 µM; hits with a dose series show EC50 in µM; in the data active = activation fold from about 3, or a potency from the dose series; inactive = the rest, 99 in 100 with activation fold below about 1.6; also: many of its hits are not listed in these tables
Yfh1-depleted yeast: mitochondrial function rescue without frataxin homolog – Friedreich's ataxia, plus single-dose screen, dose response (AID 1465); 220,000 compounds, 0.074% hits; S. cerevisiae Yfh1-off respiration, WST-1 reduction, 72 h; higher fold induction means a stronger effect; fold induction at 50 µM; hits with a dose series show EC50 in µM;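 active = fold induction of absorbance versus untreated yeast above a set limit, then at least 30% activation at any dose in follow-up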;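 also: activators that raise dye reduction in frataxin-depleted yeast; strong numbers were not always called active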
KOR beta-arrestin-1: kappa opioid receptor activators – cell-based, luminescence, uHTS, primary screen (AID 1777); 280,000 compounds, 0.02% hits; activation, % at 10 µM; hits with a dose series show EC50 in µM; KOR beta-arrestin recruitment, luminescence; higher % means a stronger effect; in the data active = activation above about 50%, passing the limit was not always enough; also: a part of the inactive calls stands beside numbers as strong as those of hits
KOR beta-arrestin-2: KOR antagonists, beta-arrestin recruitment, cell-based, luminescence, uHTS (AID 1778). KOR beta-arrestin recruitment, luminescence, antagonist mode; higher % means a stronger effect. inhibition, % at 10 µM; hits with a dose series show IC50 in µM. 290,000 compounds, 0.091% hits; also: strong numbers were not always called active
NTR1 agonist cell count 20 µM: recorded beside NTR1 agonist, whose call it bears; cell count; measured here: cell count, cytotoxicity flag
An asterisk follows results filed as active; i = inactive; / = no result given; [ ] = dose if it differs, or a comment. Rule as the data show it, unless noted: active = inhibition above about 50%; inactive = the rest. The list is partial; the hit share may differ from the screen's.

Order of results – CSM14.1 death rescue	NTR1 agonist	NTR1 agonist cell count 20 µM	GPR55 beta-arrestin	NOD1 NF-kB reporter	NOD2 inhibition	TNAP activators	Yfh1-depleted yeast	KOR beta-arrestin-1	KOR beta-arrestin-2
- CCOC(=O)C(=CNc1ccc(S(N)(=O)=O)cc1)C(=O)OCC
  /	0.1	54	-0.1%	-10%	3%	/	i	-0.1%	-23%
- COc1ccc(NC2C=CS(=O)(=O)C2)cc1 (stereo not drawn)
  -0.9%	0.7	81	-0.1%	-24%	-12%	1.1	i	-3.9%	34%
- CCCc1cc(=O)[nH]c(SCC(=O)N2CCN(S(=O)(=O)c3ccc4ccccc4c3)CC2)n1
  -2.1%	4.9	49	-0.3%	-10%	5%	1.1	i	2.8%	21%
- O=C(Nc1cc(S(=O)(=O)Nc2ccc(Cl)cc2)ccc1O)c1ccc(S(=O)(=O)N2CCCCCC2)cc1
  -0.5%	17	57	-0.1%	-2%	12%	1.1	i	0.3%	-55%[20 µM]
- O=c1cc(-c2ccc(O)cc2)oc2ccc(O)cc12
  0.5%	1.7	70	-0.5%	-11%	-130%	1	i	4.8%	-35%
- O=C(C1CCC(Cn2c(=S)[nH]c3ccccc3c2=O)CC1)N1CCOCC1 (stereo not drawn)
  -1.6%	0.7	77	0.3%	-35%	6%	1.1	i	1.1%	-6%
- CCC1(C(=O)OC)NC(c2ccco2)C2C(=O)N(c3ccc(C)cc3)C(=O)C21 (stereo not drawn)
  2.5%	-0.7	76	0.6%	2%	-2%	1.1	i	9.8%	0%
- CC(=O)Nc1ccc(Oc2ccc([N+](=O)[O-])cc2Cl)cc1
  0.0%	-0.6	66	-0.9%	-22%	-28%	1	i	-4.6%	9%
- Cc1ccc(Cn2c(CN3CC(C)OC(C)C3)nc3c2c(=O)[nH]c(=O)n3C)cc1 (stereo not drawn)
  -0.2%	-0.5	54	0.3%	4%	16%	1.1	i	-0.4%	2%
- COc1ccc(C2C(C(=O)NCc3cccnc3)c3cc(OC)c(OC)cc3C(=O)N2C)cc1 (stereo not drawn)
  0.3%	6.7	86	-0.1%	-22%	0%	0.9	i	1.7%	-33%
- COc1cc2c(cc1NC(=O)C(C)Sc1cccc[n+]1[O-])oc1ccccc12 (stereo not drawn)
  -1.1%	-2.6	72	0.4%	32%	-46%	1	i	3.2%	-45%
- CCOC(=O)C1CCN(C(=O)COc2ccc([N+](=O)[O-])cc2)CC1
  -1.8%	1.7	26	0.2%	-14%	9%	1.1	i	-3.6%	-28%[20 µM]
- COc1cc(OC)cc(C(=O)N2c3ccc(F)cc3CCC2C)c1 (stereo not drawn)
  -1.1%	-1.1	63	0.1%	0%	-16%	1.1	i	-2.6%	17%
- CCCn1ncc(CN2CCN(Cc3ccsc3)C(CCO)C2)c1C (stereo not drawn)
  0.5%	-1.2	55	-0.1%	-16%	4%	1.1	i	-4.0%	-24%
- Nc1cc(=O)[nH]c(SCC(=O)Nc2ccc([N+](=O)[O-])cc2)n1
  /	-0.6	70	0.2%	-8%	-12%	/	i	-1.3%	13%
- CC(=O)c1cccc(NC2c3ccccc3C(=O)N2Cc2ccco2)c1 (stereo not drawn)
  /	1.6	62	-0.1%	4%	5%	/	i	-3.0%	12%
- Cc1ccc(NC(=O)c2ccc(S(=O)(=O)NCC3CCCO3)cc2)cc1 (stereo not drawn)
  -1.0%	0.5	60	-0.1%	-20%	11%	1.1	i	-3.1%	19%
- N#C/C(=C\c1ccc(O)c(Br)c1)C(=O)NCc1ccccc1
  0.2%	-0.4	75	0.6%	13%	-36%	1	i	-1.1%	-62%[20 µM]
- CC(=O)c1c(C)[nH]c(C(=O)CSc2nnc(-c3ccccc3)n2Cc2ccc3c(c2)OCO3)c1C
  1.1%	1.8	63	-0.1%	-51%	2%	1.1	i	-1.3%	-23%
- Cc1ccc(S(=O)(=O)N2CCN(CC(O)COc3ccccc3)CC2)cc1 (stereo not drawn)
  /	1.1	55	0.0%	-25%	5%	/	/	-2.9%	-51%
- Cc1c(/C=N/NC(=O)CNc2ccccc2)c2ccccn2c1C(=O)c1ccccc1
  3.5%	6.8	77	-0.2%	-24%	5%	1	i	1.3%	3%
- O=S(=O)(Nc1nccs1)c1ccc(Cl)cc1
  9.4%	2.0	46	-0.1%	0%	8%	1	i	-5.1%	-23%
- Cc1ccc(NC(=O)CSc2nn(-c3ccc(Cl)cc3)c(=S)s2)cc1S(=O)(=O)N(C)C
  -2.5%	5.4	75	0.2%	53%	34%	0.8	i	7.6%	-42%
- O=C(CCN1C(=O)S/C(=C\c2cccs2)C1=O)NC1=NCCS1
  0.1%	-0.8	44	-0.1%	-33%	-4%	0.9	i	0.7%	-21%
- O=C(CN1C(=O)C2C3C=CC(C3)C2C1=O)Nc1nncs1 (stereo not drawn)
  -1.2%	0.4	48	-0.4%	-28%	0%	1.1	i	0.5%	-22%
- O=C(CCSCCc1ccccn1)Nc1ccc(Cl)cn1
  0.7%	-0.1	83	-0.1%	2%	9%	1.1	i	3.6%	-18%
- Cc1cccc2c3c([nH]c12)CCNC3
  /	3.9	54	0.0%	-23%	10%	/	/	/	-46%[20 µM]
- CCOc1nc(C)cc(C)c1S(=O)(=O)c1cccc(C)c1
  1.0%	0.3	81	-0.1%	-34%	-6%	1.1	i	1.6%	-18%[20 µM]
- COc1ccc(F)cc1C(=O)C1CCCN(C(=O)c2ocnc2C)C1 (stereo not drawn)
  -0.4%	-0.8	52	-0.1%	-18%	-4%	1	i	/	10%[20 µM]
- Cn1c(CNC(=O)c2ccco2)nnc1SCCOc1ccccc1
  /	-0.1	51	0.2%	-7%	-2%	/	/	-6.5%	-67%

Arranged by the number under NOD2 inhibition (rising): six from the list above
SMILES	NOD2 inhibition
N#C/C(=C\c1ccc(O)c(Br)c1)C(=O)NCc1ccccc1	-36%
O=C(CCN1C(=O)S/C(=C\c2cccs2)C1=O)NC1=NCCS1	-4%
Cn1c(CNC(=O)c2ccco2)nnc1SCCOc1ccccc1	-2%
CC(=O)c1cccc(NC2c3ccccc3C(=O)N2Cc2ccco2)c1 (stereo not drawn)	5%
Cc1cccc2c3c([nH]c12)CCNC3	10%
Cc1ccc(NC(=O)CSc2nn(-c3ccc(Cl)cc3)c(=S)s2)cc1S(=O)(=O)N(C)C	34%

The listing continues.
Order of results – CSM14.1 death rescue	NTR1 agonist	NTR1 agonist cell count 20 µM	GPR55 beta-arrestin	NOD1 NF-kB reporter	NOD2 inhibition	TNAP activators	Yfh1-depleted yeast	KOR beta-arrestin-1	KOR beta-arrestin-2
- N#Cc1ccc(CSc2nnc3ccccn23)cc1
  0.7%	1.2	38	-0.1%	-20%	3%	1.1	i	-2.3%	-11%
- COc1ccc2[nH]c3ccc(OC)cc3c2c1
  -3.0%	2.1	89	-0.2%	-4%	-12%	0.9	i	-2.9%	14%
- COC(=O)CSC1=C(C#N)C(c2ccccc2)CC(=O)N1 (stereo not drawn)
  /	0.4	57	-0.1%	8%	8%	1.1	i	-3.3%	-37%
- COc1ccc(S(=O)(=O)CCC(=O)N(C)c2ccc(OC)cc2OC)cc1
  0.3%	0.3	92	0.8%	-17%	11%	1.1	i	1.7%	-4%
- Cc1nn(CC(=O)N2CCOCC2)c(=O)c2nn(-c3ccccc3)c(C)c12
  /	-0.9	63	-0.2%	-3%	5%	/	/	3.3%	-16%
- COCCCn1ccc(O)c(Cc2ccc(F)cc2)c1=O
  2.4%	0.7	45	0.2%	5%	19%	1.1	i	2.0%	-13%
- COc1ccc(C(=O)N(C)C2CCN(C)CC2)cc1S(=O)(=O)Nc1cc(Cl)ccc1Cl
  /	-1.2	71	-0.2%	1%	7%	/	i	-4.4%	6%
- COc1ccc(CNC(=O)Nc2cc(C)ccc2C)cc1
  2.1%	-0.6	81	-0.3%	-27%	18%	1.2	i	1.9%	-38%
- CC1Sc2ccc(S(=O)(=O)N3CCN(c4cccc(Cl)c4)CC3)cc2NC1=O (stereo not drawn)
  /	17	53	0.0%	42%	26%	/	/	7.0%	-47%
- CN(CC(=O)Nc1cccc(F)c1)C(=O)C1CC(=O)N(Cc2ccccc2)C1 (stereo not drawn)
  /	0.4	61	-0.1%	-49%	-9%	/	/	-5.3%	21%
- COCCCNC(=O)Nc1ccc2c(c1)N(C)C(=O)CS2
  -1.0%	-1.1	98	0.1%	-23%	14%	1.3	i	-9.0%	18%
- O=C(NCCc1c[nH]c2ccccc12)c1c(Cl)nc2sccn12
  -1.5%	-0.6	48	-0.2%	-72%	-26%	1.1	i	-6.4%	-35%
- C#CCOCCOCCOCCNc1nc(N2CCOCC2)nc(N2CCN(C(=O)[C@H](Cc3cc4ccccc4[nH]3)n3cc([C@@H](N)C(C)CC)nn3)CC2)n1 (stereo partly drawn)
  0.1%	-3.1	76	-0.2%	5%	18%	1.1	i	2.3%	2%
- OCCN(CC#CCC(O)(c1ccccc1)C1CCCC1)CCO (stereo not drawn)
  /	1.1	41	-0.3%	-2%	4%	/	/	7.0%	3%
- C=CCN(C(=O)CCS(=O)(=O)c1cccc2nsnc12)c1ccccc1
  /	-0.1	59	0.7%	-16%	22%	/	/	0.3%	-7%
- O=C(c1cc2nc(-c3ccco3)cc(C(F)(F)F)n2n1)N1CCN(c2ccc(F)cc2)CC1
  -2.2%	4.8	43	-0.1%	-3%	14%	1	i	3.4%	-28%

In the list so far, these contain a thiophene ring, fused or not:
Order of results – CSM14.1 death rescue	NTR1 agonist	NTR1 agonist cell count 20 µM	GPR55 beta-arrestin	NOD1 NF-kB reporter	NOD2 inhibition	TNAP activators	Yfh1-depleted yeast	KOR beta-arrestin-1	KOR beta-arrestin-2
- CCCn1ncc(CN2CCN(Cc3ccsc3)C(CCO)C2)c1C (stereo not drawn)
  0.5%	-1.2	55	-0.1%	-16%	4%	1.1	i	-4.0%	-24%
- O=C(CCN1C(=O)S/C(=C\c2cccs2)C1=O)NC1=NCCS1
  0.1%	-0.8	44	-0.1%	-33%	-4%	0.9	i	0.7%	-21%

Source: PubChem BioAssay (several laboratories)
